Bioassay records (PubChem)
CD40 NFkB inh – CD40 pathway inhibition in BL2 cells; AID 1053188; actives 0.94% (n = 83,000); inhibition, % at 10 µM; BL2 NF-kB luciferase reporter, CD40L-induced, 4 h;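 active = mean inhibition of at least 50% with a set share of replicates also reaching that level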;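 note: 0% = neutral control wells and 100% = IKK inhibitor VII at 50 µM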
The depositor's hits bear a star; & = joins results of further samples; [ ] = another dose, or the depositor's remark. Only part of the results is shown; rates above refer to the full screens.

CD40 NFkB inh	Molecule
-7[25 µM]	COCC(=O)N1CC(=O)N2[C@H](CO)[C@@H](c3ccc(C#CC4CC4)cc3)[C@@H]2C1
19	CCCNC(=O)C[C@H]1CC[C@@H]2[C@H](COc3ccc(NC(=O)NCCC)cc3C(=O)N2C)O1
25	COc1ccccc1CNCC(O)Cn1c2ccccc2c2ccccc21 (stereo unspecified)
7	CCC(c1c(C)[nH]oc1=O)c1c(C)[nH]oc1=O
17	CCN(CC)CCOCCn1c(C)ccc1C
6&4	Cc1ccccc1-c1ccc(C2[C@H]3CNC[C@@H]2N3C(=O)Nc2ccc(C(F)(F)F)cc2)cc1 (stereo partly specified)
8	COC(=O)c1oc2c(c1C)C(=O)CC(C)(C)C2
3	Cc1cccc(CNc2ncc(-c3cccc([N+](=O)[O-])c3)n2C)c1
3	COc1ccc(Cl)cc1C(=O)OCC(=O)N(CC(C)C)c1c(N)n(Cc2ccccc2)c(=O)[nH]c1=O
6	Cc1cc(-c2cccnc2)c(C#N)c(SCc2cccc(F)c2)n1
-1	Oc1ccccc1N1CCN(CC(O)COC2CCCc3ccccc32)CC1 (stereo unspecified)
-7	CCCC(=O)Nc1ccc(C(=O)NCC(=O)OCC)cc1
-76	CCOC(=O)c1oc2nc3c(cc2c1N)COC(C)(C)C3
14[25 µM]	C[C@@H]1CN([C@@H](C)CO)S(=O)(=O)c2ccc(-c3cccc(C#N)c3)cc2O[C@@H]1CN(C)C(=O)c1ccccc1
24	COc1cc(OC)cc(-n2nnnc2SCC(=O)N2CCCC2)c1
31	Cc1cccc(N2CCN(C(=O)c3cn(C)c(=O)c4c3c3ccccc3n4C)CC2)c1C
-21	O=C(c1cc(-c2ccccc2)nc2ccccc12)N1CCN(c2ccccc2O)CC1
8	C/C(=N/n1cnnc1)c1cccnc1
8	Cc1cccc(OCC(=O)Nc2ccccc2C(=O)N2CCOCC2)c1
8[25 µM]	N#C[C@H]1[C@@H](c2ccccc2-c2ccccc2F)[C@@H](CO)N1C(=O)C1CCC1
17	CCCC(C)NS(=O)(=O)c1ccccc1 (stereo unspecified)
14	CCOC(=O)c1cc(=O)[nH]c2ccccc12
4	O=C(COC(=O)COc1ccccc1)NCc1ccc2c(c1)OCO2
14	Cc1nn(Cc2ccccc2Cl)c2sc(C(=O)NCCCn3ccnc3)cc12
2[25 µM]	O=C(N[C@@H]1CC[C@@H](CCNS(=O)(=O)c2ccc(F)cc2)O[C@H]1CO)C1CCC1
6	O=C(Nn1cnnc1)c1ccc(Br)s1
-1	O=C(O)c1ccc(C(=O)C(=O)c2ccccc2)cc1
-35	Cc1ccnc(NC(=O)c2ccc(NS(=O)(=O)/C=C/c3ccccc3)cc2)c1
8	CN(CC(=O)NCCN1CCCCCC1)S(=O)(=O)c1cccc2nsnc12
1	COc1cccc(C(=O)Nc2ccc3nc(N4CCOCC4)cc(C)c3c2)c1
27	CS(=O)(=O)N1CCc2cc(S(=O)(=O)Nc3ccc4oc5c(c4c3)CCCC5)ccc21
9	O=C(CNC(=O)c1ccccc1F)N/N=C/c1cn[nH]c1-c1ccccc1
4	CCOc1cc(C(=O)OCc2cc(=O)n3c(C)csc3n2)ccc1OC
7	O=C(Cn1cncc1-c1ccc([N+](=O)[O-])cc1)Nc1ccccc1F
-1	CSc1ncc(C(=O)O)c(C)n1
74*[25 µM]	Cc1noc(C)c1S(=O)(=O)Nc1ccc2c(c1)CC(=O)N([C@@H](C)CO)C[C@@H](C)[C@@H](CN(C)Cc1ccc(Oc3ccccc3)cc1)O2
13[25 µM]	Cc1ccccc1-c1ccccc1[C@H]1[C@@H](C#N)N(C(=O)c2cccc(F)c2)[C@H]1CO
-4&-4[25 µM]	NCC[C@@H]1CC[C@@H](NS(=O)(=O)c2ccc(Cl)cc2)[C@@H](CO)O1
0[25 µM]	COc1ccccc1NC(=O)N1C[C@H]2[C@@H](c3ccccc31)[C@@H](CO)N2C(=O)C1CCCC1
7	O=C(COc1ccccc1Cc1ccccc1)NCCCN1CCOCC1
2	c1ccc2c(c1)nnn2-c1ccncc1
-4	CCCC(=O)Nc1ccc2c(c1)OC[C@H](C)N(CC1CCCC1)C[C@@H](C)[C@@H](OC)CN(C)C2=O
-2	O=C(CN1C(=O)NC2(CCCC2)C1=O)N1CCN(S(=O)(=O)c2ccccc2[N+](=O)[O-])CC1
3	Cc1cc(C(=O)N/N=C2\CCCC(=O)C2)c(C)o1
-9	NC1=NC2(CCCCC2)n2c(nc3ccccc32)N1
5	O=C(CNC(=O)c1ccccc1)OC(C(=O)O)c1ccc(F)cc1 (stereo unspecified)
-1[25 µM]	COCC(=O)N1C[C@H]2[C@@H](c3ccccc31)[C@H](CO)N2C(=O)c1ccccc1F
4	CCN1C(=O)c2cccc3c(S(=O)(=O)Nc4ccncc4)ccc1c23
5	CCc1ccc(N(C(=O)c2csnn2)C(C(=O)NC(C)(C)C)c2cccnc2)cc1 (stereo unspecified)
10	O=C(CCc1ccccc1)N1CCN(S(=O)(=O)c2cccs2)CC1
10	COc1cccc(NC(=O)c2ccc3c(SCC(=O)O)c4c(nc3c2)CCCC4)c1
3	CCN(CC)CCNC(=O)c1c(O)c2c([nH]c1=O)CCCC2
7	COc1ccc(CN2CC(C(=O)NCCCN3CCCCC3)CC2=O)cc1 (stereo unspecified)
-2	Cc1cccc(NC(=O)CNC(=O)Cn2cc(C(F)(F)F)cc(Cl)c2=O)c1C
-76	CC(=O)c1cnc(Nc2ccc(C)cc2)s1
6	Cc1cccc(OCC(=O)N/N=C/c2ccccc2C(=O)O)c1
-8	COc1ccccc1OCC(=O)N/N=C(\C)c1ccc2ccccc2c1
4	CCOc1ccc([N+](=O)[O-])c(N)c1
4	Cc1cc2cc(CNS(=O)(=O)c3ccc4ccccc4c3)ccc2n1C
-10	CSc1nnc(-c2cc3ccccc3cc2O)n1C

Next part.
CD40 NFkB inh	Molecule
3	O=C(Nc1ccnn1C1CCN(Cc2c[nH]c3ccccc23)CC1)c1ccccc1
-4	C[C@@H]1CN([C@@H](C)CO)C(=O)c2cc(NC(=O)Cc3cn(C)c4ccccc34)ccc2O[C@H]1CN(C)S(C)(=O)=O
-8	Cc1cnc(NC(=O)c2ccc(F)c(S(=O)(=O)N3CCOCC3)c2)s1
21	O=C(c1ccc(F)cc1)N1CC(=O)N2[C@H](CO)[C@@H](c3ccc(C#CC4CCCC4)cc3)[C@H]2C1
2	O=C(COC(=O)c1cccs1)NCCCc1ccccc1
-35[25 µM]	C[C@@H]1CN([C@H](C)CO)C(=O)CCCn2nncc2CO[C@H]1CN(C)C(=O)Nc1ccc2c(c1)OCCO2
2	OCCN(Cc1ccccc1)C(=S)Nc1ccc(F)cc1
4[25 µM]	CN1CCN(C(=O)c2cc3c(c(-c4cccc(Br)c4)n2)[C@@H](CCO)N([S@](=O)C(C)(C)C)C3)CC1
9	O=c1[nH]c2ccccc2n1C1CCN(CCOc2ccccc2)CC1
7	O=C(COC(=O)c1ccco1)Nc1cccc(S(=O)(=O)N2CCCCC2)c1
9	O=C(CCCNS(=O)(=O)c1cccc2nsnc12)N1CCCCC1
-4[25 µM]	O=C(C[C@H]1C[C@H]2c3cc(NC(=O)c4ccc5c(c4)OCO5)ccc3O[C@H]2[C@H](CO)O1)NCc1ccccn1
-1	CSc1nn2c(C(F)(F)F)cc(C(F)(F)F)nc2c1C(N)=O
4	CC1(C(=O)NCc2cccc(Cl)c2)Cc2c(-c3ccc4c(c3)OCO4)ccnc2O1 (stereo unspecified)
7	Cn1nnc2cc(C(=O)NCc3ccco3)ccc21
8	CC(OC(=O)/C=C/c1ccccc1)C(=O)Nc1cccc(C#N)c1 (stereo unspecified)
15	CCC1Oc2ccc(Cl)cc2N(CC(=O)O)C1=O (stereo unspecified)
-1	CCCCNCC(=O)Nc1sc(C)c(C)c1C(=O)OCC
4[25 µM]	COC(=O)C[C@@H]1CC[C@@H]2[C@H](COC[C@H](O)CN2S(=O)(=O)c2ccccc2OC)O1
-4	CC(=O)[C@@]1(O)CCC2C3CC[C@H]4C[C@@H](O)CC[C@]4(C)C3CC[C@@]21C (stereo partly specified)

17 of the compounds above, with bars between the fields:
compound | CD40 NFkB inh
O=C(Nc1ccnn1C1CCN(Cc2c[nH]c3ccccc23)CC1)c1ccccc1 | 3
C[C@@H]1CN([C@@H](C)CO)C(=O)c2cc(NC(=O)Cc3cn(C)c4ccccc34)ccc2O[C@H]1CN(C)S(C)(=O)=O | -4
Cc1cnc(NC(=O)c2ccc(F)c(S(=O)(=O)N3CCOCC3)c2)s1 | -8
O=C(c1ccc(F)cc1)N1CC(=O)N2[C@H](CO)[C@@H](c3ccc(C#CC4CCCC4)cc3)[C@H]2C1 | 21
O=C(COC(=O)c1cccs1)NCCCc1ccccc1 | 2
C[C@@H]1CN([C@H](C)CO)C(=O)CCCn2nncc2CO[C@H]1CN(C)C(=O)Nc1ccc2c(c1)OCCO2 | -35[25 µM]
OCCN(Cc1ccccc1)C(=S)Nc1ccc(F)cc1 | 2
CN1CCN(C(=O)c2cc3c(c(-c4cccc(Br)c4)n2)[C@@H](CCO)N([S@](=O)C(C)(C)C)C3)CC1 | 4[25 µM]
O=c1[nH]c2ccccc2n1C1CCN(CCOc2ccccc2)CC1 | 9
O=C(COC(=O)c1ccco1)Nc1cccc(S(=O)(=O)N2CCCCC2)c1 | 7
O=C(CCCNS(=O)(=O)c1cccc2nsnc12)N1CCCCC1 | 9
O=C(C[C@H]1C[C@H]2c3cc(NC(=O)c4ccc5c(c4)OCO5)ccc3O[C@H]2[C@H](CO)O1)NCc1ccccn1 | -4[25 µM]
CSc1nn2c(C(F)(F)F)cc(C(F)(F)F)nc2c1C(N)=O | -1
CC1(C(=O)NCc2cccc(Cl)c2)Cc2c(-c3ccc4c(c3)OCO4)ccnc2O1 (stereo unspecified) | 4
Cn1nnc2cc(C(=O)NCc3ccco3)ccc21 | 7
CC(OC(=O)/C=C/c1ccccc1)C(=O)Nc1cccc(C#N)c1 (stereo unspecified) | 8
CCC1Oc2ccc(Cl)cc2N(CC(=O)O)C1=O (stereo unspecified) | 15

(cont.)
CD40 NFkB inh	Molecule
3	O=C(N=C1SC2CS(=O)(=O)CC2N1c1ccccc1)C1CC1 (stereo unspecified)
-3	COc1cc(CN2C[C@@H]3N[C@H](C2)C3c2ccc(-c3ccccc3C)cc2)cc(OC)c1 (stereo partly specified)
1	Cc1ccc(-n2c(Cn3nc(C(F)F)cc3C(F)F)n[nH]c2=S)cc1
4	CCN1CCN(CC(=O)N/N=C/c2ccc(F)cc2F)CC1
7	Cc1ccc2[nH]c(=O)c(NC(N)=S)nc2c1
10	COc1ccc(C(=O)NC2CCCCC2)cc1OC1CCN(C(C)C)CC1
0	O=C(Cc1cccs1)Nc1nnc(Cc2ccccc2)s1
-3	COc1ccc(C2=Nn3c(nnc3-c3ccccc3)SC2)cc1OC
-2[25 µM]	Cc1noc(C)c1NC(=O)Nc1ccc2c(c1)C(=O)N(C)[C@@H]1CC[C@@H](CC(=O)N[C@H]3CCN(Cc4ccccc4)C3)O[C@@H]1CO2
-14[25 µM]	O=C(c1ccccc1)N1C[C@@H]2[C@H](c3ccccc31)[C@H](CO)N2S(=O)(=O)c1ccccc1
-3	O=C(N[C@H]1CC[C@@H](CCn2cc(C3(O)CCCC3)nn2)O[C@H]1CO)C1CCCC1
-11[25 µM]	COCC#Cc1ccc([C@H]2[C@H](CO)N3C(=O)CN(C(=O)c4ccncc4)C[C@@H]23)cc1
12	O=C(O)C1CSC(CCc2ccccc2)N1 (stereo unspecified)
-7	COc1cc(C=CC(=O)OCC=Cc2ccc3c(c2)OCO3)cc(OC)c1OC
-94	COc1ccc(-c2noc(CSc3ccccc3)n2)cc1OC
3	CN(C)C(=O)c1cccc(-c2ccc([C@H]3[C@H](CO)N4C(=O)CN(C(=O)C5CCCC5)C[C@@H]34)cc2)c1
-73	CCn1c(/C=C/c2c[nH]c3ccccc23)nc2ccccc2c1=O
2	Cc1cccn2c(=O)nc(SCC(=O)NC3CCCC3)nc12
8	Cc1ccc(S(=O)(=O)NCC2(c3ccccc3)CCOCC2)cc1
13	CCOC(=O)CNC(=O)CSc1nnc(-c2ccco2)n1Cc1ccco1
-5	CC(NC(=O)CN1c2cccc3cccc(c23)S1(=O)=O)c1ccccc1 (stereo unspecified)
2	CC1CC(C)CN(Cc2nc3c(c(=O)n(C)c(=O)n3C)n2CCN2CCOCC2)C1 (stereo unspecified)
22	COc1ccc(NC2CCCN(C(=O)CCN3Cc4ccccc4C3=O)C2)cc1 (stereo unspecified)
7	Cc1cc(C)n2nc(SCC(=O)NC(=O)c3ccccc3)nc2n1
-4	O=C(CN1CCOCC1)Nc1cccc(S(=O)(=O)N2CCCCCC2)c1
12	Cn1c(=O)c2[nH]c(Nc3ccccc3)nc2n(C)c1=O
12[25 µM]	N#C[C@H]1[C@@H](c2ccccc2C2=CCCC2)[C@H](CO)N1C(=O)c1ccccn1
15	Cc1cc(NC(=O)CSCC(=O)N(C)Cc2c(F)cccc2Cl)no1
-84	O=C(Cc1ccccc1)Nc1nc2ccccc2s1
2	COc1cccc(S(=O)(=O)Nc2noc3ccccc23)c1
12	Cc1c([N+](=O)[O-])c(C(=O)N2CCCC2)nn1C
3[25 µM]	CC(=O)NC[C@@H]1[C@H](c2ccc(-c3ccccc3F)cc2)[C@@H](CO)N1C(=O)C1CC1
-8[25 µM]	CC[C@H]1C/C=C\C[C@H](c2ccc(OC)cc2OC)NC(=O)[C@H](C)CC(=O)N1
10	O=C(NC1CC1)C1CCN(C2CCN(C(=O)c3ccc4cccc(F)c4n3)CC2)CC1
6	COc1ccc(NC2CCCN(C(=O)c3ccncc3)C2)cc1 (stereo unspecified)
-1[25 µM]	COc1ccc2c3c(n(C)c2c1)[C@@H](CO)N(C)CC31CN(C(=O)C2CCC2)C1
-19	Cc1ccc(C(=O)NCC(c2ccc(F)cc2)N2CCOCC2)s1 (stereo unspecified)
-1[25 µM]	C[C@@H]1CN([C@H](C)CO)C(=O)c2c(c3ccccc3n2C)-c2ccccc2CO[C@@H]1CN(C)C(=O)[C@@H]1CCCN1C
2	Cc1cc(C(=O)COC(=O)c2ccc(NC(=O)CC#N)cc2)c(C)n1C1CC1
8	CC(C)CC(=O)NS(=O)(=O)c1ccc(NS(C)(=O)=O)cc1
